IDE inh: inhibitors of human insulin-degrading enzyme in cells; HEK cells, FAbetaB cleavage, fluorescence polarization; inhibition, % at 5.59 µM; actives 0.41% (n = 320,000); AID 434962;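 active = percent inhibition above the average of all tested compounds plus 3 SD, set per screening campaign, cut at about 16% in these data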;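 also: IDE supplied by intact live HEK cells; FP after avidin binding of uncleaved biotin substrate so inhibition keeps polarization high; 0% = DMSO wells and 100% = 60 µM reference IDE inhibitor Ii1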
NS3 helicase inh: HCV NS3 helicase inhibition | NS3 helicase DNA unwinding, Cy5 molecular beacon fluorescence | actives 0.56% (n = 290,000) | AID 1800 | inhibition, % at 10.9 µM;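 active = inhibition above the mean of all tested compounds plus 3 SD, set per campaign, cut at about 35% in these data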;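 also: 0% = DMSO wells and 100% = thioflavine S control wells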
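assay system = NS3 helicase fragment of HCV | buffer or medium = MOPS pH 6.5, MgCl2, DTT, Tween20, BSA | timing = 60 min unwinding reaction at 25 °C after ATP addition | signal = Cy5 beacon fluorescence read at start and 1 h | read-out basis = % inhibition of unwinding | control set = low DMSO, high thioflavine S at 110 µM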
IMP-1 inhibitor: inhibitors of Pseudomonas aeruginosa IMP-1 metallo-beta-lactamase; purified IMP-1, nitrocefin hydrolysis, epi-absorbance fluorescence; inhibition, % at 5.6 µM; actives 0.45% (n = 290,000);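 active = inhibition above the mean plus 3 SD of all compounds in the same screening run, cut at about 4.5% in these data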;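 also: 0% = IMP-1 with DMSO and 100% = DMSO wells lacking enzyme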
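System: purified recombinant IMP-1 beta-lactamase. Medium: Zinc- and detergent-supplemented HEPES buffer, pH 7.1. Compound: one 5.6 µM dose […]. Schedule: 15 min preincubation plus 25 min reaction at 25 °C. Technique: Epi-absorbance fluorescence, 480 nm excitation, 530 nm emission.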
DNA FID counter: fluorescent intercalator displacement, NS3 helicase counter-screen. DNA fluorescent intercalator displacement, fluorescence. inhibition, % at 7.9 µM. actives 0.17% (n = 290,000). AID 1845; in the data active = inhibition above about 37%;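 also: 0% = vehicle and 100% = reference compound; higher means more ethidium bromide displaced from hairpin DNA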
SUMO HTRF inh: blocks human SUMOylation mediated by UBC9. P63279. HTRF SUMOylation assay, SAE1/SAE2 + UBC9, in vitro. inhibition, % at 35 µM. actives 0.36% (n = 290,000); in the data active = inhibition above about 50%, passing the limit was not always enough; also: strong numbers were not always called active
IDE act: activators of human insulin-degrading enzyme in cells; P14735; AID 493087; actives 0.073% (n = 340,000); activation, % at 5.96 µM; HEK cells, FAbeta-B cleavage, fluorescence polarization; 0% vehicle, 100% cell-free pure enzyme wells;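 active = activation above the mean of all tested compounds plus 3 SD, set per screening campaign, cut at about 17% in these data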
M18AAP inhibitor: blocks P. falciparum M18 aspartyl aminopeptidase; AID 1822; recombinant PfM18AAP, H-Glu-NHMec fluorogenic cleavage; actives 1.2% (n = 290,000); inhibition, % at 7.35 µM;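 active = inhibition above the campaign mean inhibition over all tested compounds plus 3 SD, cut at about 28% in these data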;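 also: 0% = plate median of test compound wells and 100% = 2 mM ZnCl2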
VIM-2 inh: blocks Pseudomonas aeruginosa VIM-2 metallo-beta-lactamase. purified VIM-2, nitrocefin hydrolysis, epi-absorbance fluorescence. inhibition, % at 5.6 µM. actives 0.89% (n = 290,000). AID 1527;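 active = inhibition above the mean of all tested compounds plus 3 SD, cutoff set per screening run, cut at about 7.5% in these data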;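 also: red hydrolysis product quenches plate fluorescence so inhibitors raise well fluorescence; 0% = enzyme with DMSO and 100% = DMSO without enzyme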
pCIP destab: p/CIP protein destabilization | AID 1984 | decrease of EGFP signal, % at 10 µM | actives 0.01% (n = 290,000) | F442A p/CIP-EGFP cells, EGFP fluorescence, 16 h;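 active = EGFP signal decrease of at least 30% at 10 µM or well 3 SD below plate mean, unless failing retest; inactive = the rest, including hits failing retest or dose response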; also: some compounds called inactive have numbers as strong as hits; many of its hits are not listed in these tables
Target sequence (Q05BA5 1-1403): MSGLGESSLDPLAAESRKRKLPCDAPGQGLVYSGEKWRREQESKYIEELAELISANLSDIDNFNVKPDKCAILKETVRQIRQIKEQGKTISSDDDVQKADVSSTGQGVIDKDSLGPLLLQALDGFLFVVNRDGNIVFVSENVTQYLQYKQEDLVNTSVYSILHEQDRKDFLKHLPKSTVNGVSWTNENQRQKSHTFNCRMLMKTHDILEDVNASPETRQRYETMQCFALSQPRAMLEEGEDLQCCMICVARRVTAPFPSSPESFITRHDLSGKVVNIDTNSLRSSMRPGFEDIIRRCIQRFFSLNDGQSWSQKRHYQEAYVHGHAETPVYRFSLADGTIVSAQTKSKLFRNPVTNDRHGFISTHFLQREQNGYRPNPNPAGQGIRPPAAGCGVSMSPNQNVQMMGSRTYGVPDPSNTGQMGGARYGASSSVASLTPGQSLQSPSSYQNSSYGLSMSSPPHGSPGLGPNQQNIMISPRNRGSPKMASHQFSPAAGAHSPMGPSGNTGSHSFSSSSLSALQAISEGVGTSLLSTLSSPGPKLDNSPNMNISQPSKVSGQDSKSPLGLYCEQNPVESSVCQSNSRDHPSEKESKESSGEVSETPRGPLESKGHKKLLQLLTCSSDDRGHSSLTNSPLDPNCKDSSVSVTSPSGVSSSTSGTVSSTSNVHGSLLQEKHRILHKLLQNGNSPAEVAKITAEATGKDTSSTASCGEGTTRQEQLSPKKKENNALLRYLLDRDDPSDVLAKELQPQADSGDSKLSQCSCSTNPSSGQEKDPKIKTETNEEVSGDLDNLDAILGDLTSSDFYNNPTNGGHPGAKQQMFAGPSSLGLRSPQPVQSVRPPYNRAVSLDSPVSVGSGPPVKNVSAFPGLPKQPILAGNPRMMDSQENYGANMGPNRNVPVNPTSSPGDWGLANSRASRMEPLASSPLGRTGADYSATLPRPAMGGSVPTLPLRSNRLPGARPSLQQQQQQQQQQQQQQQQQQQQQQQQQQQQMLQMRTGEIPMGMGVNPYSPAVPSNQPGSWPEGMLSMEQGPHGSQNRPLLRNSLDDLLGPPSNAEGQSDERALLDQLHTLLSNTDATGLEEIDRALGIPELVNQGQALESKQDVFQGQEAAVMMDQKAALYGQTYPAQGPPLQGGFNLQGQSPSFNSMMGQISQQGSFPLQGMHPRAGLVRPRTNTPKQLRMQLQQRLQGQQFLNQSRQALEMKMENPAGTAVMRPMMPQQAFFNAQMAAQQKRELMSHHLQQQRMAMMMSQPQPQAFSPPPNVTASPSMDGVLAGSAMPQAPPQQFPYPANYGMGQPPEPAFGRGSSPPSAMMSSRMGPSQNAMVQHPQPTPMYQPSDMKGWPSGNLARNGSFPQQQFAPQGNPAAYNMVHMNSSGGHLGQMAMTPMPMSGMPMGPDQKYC
Starred values were filed as active, the others as inactive; . = not tested or not shown.

compound | IDE inh | NS3 helicase inh | IMP-1 inhibitor | DNA FID counter | SUMO HTRF inh | IDE act | M18AAP inhibitor | VIM-2 inh | pCIP destab
CCOC(=O)[C@@H](CCc1ccccc1)N[C@H](C)C(=O)N1[C@H](C(=O)O)C[C@@H]2CCC[C@@H]21 | 3 | 4 | -4.2 | -24 | 8 | 5 | -3 | -0.9 | 3
Cc1ccccc1OCC(=O)Nc1ccc(S(=O)(=O)N2CCOCC2)cc1 | . | 15 | 0.5 | -27 | -4 | -2 | 6 | -1.4 | 1
COc1ccc(CCNC(=O)COC(=O)c2cccs2)cc1OC | 1 | 10 | -3.2 | -22 | 2 | -2 | 0 | -3.4 | -8
O=C(CCc1nnc(COc2ccccc2)o1)NCCc1cccs1 | 1 | -11 | -2.9 | -14 | 21 | 4 | -1 | -0.4 | 3
Cc1cc(C)nc(NC(=O)c2ccc(COc3ccccc3Cl)cc2)c1 | 1 | -16 | -1.4 | -9 | -13 | -4 | -1 | -1.4 | -5
Cc1nnc(NC2=NCCC2)o1 | 5 | 9 | -1.1 | -1 | -12 | -1 | 10 | -0.8 | -3
Cc1cc(C(=O)CSc2nc(N)cc(=O)[nH]2)c(C)n1CCc1ccc(F)cc1 | -10 | 9 | -0.4 | -23 | 29 | 5 | 11 | -2.3 | -18
COc1ncnc2c1cnn2-c1ccccc1 | -4 | 4 | -1.5 | 1 | 18 | -3 | 3 | -1.9 | -27
CCOc1ccc(-n2c(SCC(=O)Nc3ccc(Br)cc3)nc3n[nH]c(C)c3c2=N)cc1 | 1 | 0 | -3.6 | -4 | 48 | 8 | -5 | -1.0 | -1
Cc1cccc2cc(COC(=O)c3cccs3)c(=O)[nH]c12 | 2 | 5 | -1.4 | -5 | -4 | 0 | -2 | -0.2 | -16
O=C(Nc1ccc(F)cc1)c1cc(-c2ccccc2)no1 | 3 | 3 | -1.8 | 0 | -6 | 0 | -15 | -0.3 | 4
CCCc1nnc(SCC(=O)Nc2ccc(OCC)cc2)n1N | -3 | 7 | -3.0 | -5 | 10 | -3 | -1 | -4.0 | -7
Cc1c(S(=O)(=O)N2CCN(c3cccc(Cl)c3)CC2)c(=O)n(C)c(=O)n1C | -4 | 5 | -3.2 | -30 | -12 | 7 | -7 | -0.8 | -3
Cn1c(CNC(=O)CCNC(=O)c2ccccc2F)cc(=O)n(C)c1=O | 2 | 8 | -2.8 | -2 | -1 | 3 | -5 | 0.2 | 3
C=CCc1ccc(OCCn2cncn2)c(OC)c1 | 7 | -4 | -1.6 | -5 | 6 | 7 | -2 | 0.0 | 8

Following part.
compound | IDE inh | NS3 helicase inh | IMP-1 inhibitor | DNA FID counter | SUMO HTRF inh | IDE act | M18AAP inhibitor | VIM-2 inh | pCIP destab
CCOC(=O)N1CCC(NC(=O)C2CCN(C(=O)N3CC(C)Oc4ccccc43)CC2)CC1 (stereo unspecified) | 1 | 1 | -1.8 | -44 | 0 | 4 | -17 | -4.4 | 0
O=C(Nc1nnc(-c2ccccc2Cl)o1)c1cc2cc([N+](=O)[O-])ccc2s1 | . | 12 | -3.5 | -10 | 2 | . | 0 | -4.0 | 1
O=C(Cc1c(F)cccc1Cl)Nc1nccs1 | 3 | -5 | -3.2 | -2 | 13 | 1 | -4 | -1.4 | -9
Cc1cc(C(c2ccc(C)o2)c2ccc(C)o2)c(O)c([N+](=O)[O-])c1 | -2 | 14 | -3.2 | -5 | 4 | -2 | -9 | -6.7 | -2
N#CC1=C(N)Oc2cc(N)ccc2C1c1cccc(F)c1 (stereo unspecified) | 1 | 1 | 0.0 | -1 | 4 | 1 | -1 | 0.4 | -2
COc1cccc(NC(=O)C(c2ccccc2)N2CCCC2)c1 (stereo unspecified) | -1 | 5 | -3.7 | 6 | -3 | 4 | 7 | -2.1 | 6
O=C(NCCc1ccccc1)C(=O)Nc1ccc2c(c1)OCCO2 | -6 | 12 | -3.9 | -1 | 9 | 5 | 3 | -3.1 | 8
O=C(NCCCN1CCCC1=O)c1cccc(N2CCCC2=O)c1 | 6 | -2 | -7.3 | -3 | 9 | 3 | 3 | -5.4 | -10
COC(=O)c1c(C)[nH]c(C(=O)OCc2ccc(F)cc2)c1C | 0 | -3 | -2.9 | -10 | -8 | -1 | -2 | -0.5 | -14
Cc1cccc2c1CC(C)(C)NC2=C(C#N)C#N | 4 | 5 | -6.2 | -4 | -6 | 4 | 1 | -2.5 | -18
O=C(NCc1ccccc1)C(c1ccc(F)cc1)N(C(=O)c1csnn1)C1CC1 (stereo unspecified) | 1 | 0 | -2.4 | -25 | -5 | 5 | 1 | -3.0 | 3
COc1ccccc1NC(=O)C(=O)NNS(=O)(=O)c1ccc2ccccc2c1 | 2 | -5 | -3.7 | -37 | 34 | -3 | -11 | -1.6 | -13
COc1ccccc1N=C(C)C1=C(O)CSC1=O | 3 | 6 | 5.6* | 0 | 8 | -4 | 5 | -3.0 | -13
Cc1c(NC(=S)N/N=C/c2ccc(O)cc2)c(=O)n(-c2ccccc2)n1C | -1 | 6 | -3.5 | -8 | 3 | 1 | 35* | 0.4 | -15
CC(C)(C)OC(=O)NCCCC[C@H](NC(=O)c1nc[nH]c1C(=O)N1CCN(C(=O)OC(C)(C)C)CC1)C(=O)OC(C)(C)C | 1 | -3 | -3.3 | -58 | -7 | 3 | -2 | -3.1 | 1

Remaining list, next part:
compound | IDE inh | NS3 helicase inh | IMP-1 inhibitor | DNA FID counter | SUMO HTRF inh | IDE act | M18AAP inhibitor | VIM-2 inh | pCIP destab
Cc1ccc(/C=N/NC(=O)Cc2ccc(Cl)cc2)c(O)c1 | . | -7 | -4.3 | -12 | 14 | 3 | 11 | -4.1 | -5
O=C(c1nc2ccc(Cl)cn2c1CN1CCC(CO)CC1)N1CCc2ccccc2C1 | -2 | 6 | -1.3 | -1 | 15 | 8 | 3 | 0.2 | -10
COc1ccccc1/C=C(/NC(=O)c1ccccc1)C(=O)NCCN1CCOCC1 | -11 | -2 | -3.0 | 0 | 3 | 9 | -1 | -3.2 | -5
CC(=O)N1C(C(=O)O)CSC1c1ccc(C)cc1 (stereo unspecified) | -2 | . | . | . | -6 | -2 | . | . | 4
C#CC[N+](CC)(CC)CC#Cc1cccc(Cl)c1 | 8 | 8 | -1.4 | 5 | 23 | 2 | -2 | -2.4 | -18
COc1ccc(NC(=S)NCc2ccccn2)cc1OC | -4 | 7 | -3.8 | 0 | 14 | 4 | -2 | -2.8 | 1
O=C(O)CC(Sc1n[nH]c(=S)s1)C(=O)O (stereo unspecified) | -1 | 15 | -1.8 | 6 | 10 | 3 | 25 | -1.6 | 7
O=C(CCCCCNc1nc(=S)[nH]c2ccccc12)NCCc1ccccc1 | 3 | -22 | -3.3 | -6 | -1 | 4 | 5 | -1.5 | -1
CC(=Nc1cc(C(=O)c2ccccc2)ccc1N)C1=C(O)CC(C)(C)CC1=O | 6 | 6 | -1.9 | -12 | 0 | 4 | 4 | -2.6 | 6
Cc1c(C(=O)N2CCN(C)CC2)oc2ccc(S(=O)(=O)N3CCOCC3)cc12 | -2 | -4 | -0.6 | -2 | 18 | -2 | 2 | 0.9 | -5
CCc1sc(C(=O)Nc2ccc(NC(C)=O)cc2)cc1C | 1 | 1 | -1.4 | -7 | 0 | -5 | 0 | -4.0 | -13
O=C(NNC1=Nc2cc([N+](=O)[O-])ccc2OC1)c1ccccc1Cl | -6 | -8 | -3.3 | -1 | -24 | 9 | 11 | -3.5 | -10
COc1cccc(/C=N/NC(=O)CC2C(=O)NN=C2C)c1O (stereo unspecified) | -3 | 2 | -5.4 | -2 | 13 | 2 | 10 | -3.8 | 1
CCCCCC[n+]1c(-c2ccc(Cl)cc2Cl)csc1Nc1ccccc1 | 5 | 2 | -0.1 | -2 | -4 | -1 | 4 | 0.6 | -6
Cc1cc2nsnc2c(S(=O)(=O)NCC(=O)O)c1C | -1 | 4 | -6.5 | -4 | 7 | 0 | 9 | -1.5 | 0

(further entries)
compound | IDE inh | NS3 helicase inh | IMP-1 inhibitor | DNA FID counter | SUMO HTRF inh | IDE act | M18AAP inhibitor | VIM-2 inh | pCIP destab
CCCc1cc(=O)[nH]c(SCC(=O)NC(=O)c2ccccc2)n1 | 2 | -2 | -3.3 | 3 | 18 | 2 | 9 | -4.7 | -6
CN1CCc2c(sc(/N=C/c3c[nH]c4ccccc34)c2C#N)C1 | 2 | -19 | 1.3 | 3 | 13 | . | 8 | 1.2 | -11
COc1cccc(-c2nnc3sc(-c4ccco4)nn23)c1 | 0 | 4 | -2.1 | -5 | 13 | 0 | 4 | -4.8 | -2
COc1ccc2nc(SCC(=O)N3CCN(c4ccccc4F)CC3)c(C#N)cc2c1 | . | 1 | 0.3 | -6 | . | . | 3 | 0.2 | .
CC(=O)CCc1oc2ccc(C)cc2c1-c1ccc(C)o1 | -3 | 5 | -2.4 | -8 | 0 | -6 | -5 | -5.8 | -12
CCN(CC)c1ccc(/C=N/NC(=O)c2ccc(Br)o2)cc1 | 2 | 11 | -1.0 | -9 | -37 | -5 | 2 | -4.2 | 5
CCOc1ccc(OCC)c(NC(=O)C2CCCN2S(=O)(=O)c2cccc3cccnc23)c1 (stereo unspecified) | 3 | -14 | -2.5 | -31 | -22 | 6 | -15 | -4.2 | -3
C=CCn1c(SCc2ccc(C(=O)Nc3nccs3)cc2)nnc1-c1ccc(C)c(Cl)c1 | 3 | -27 | -3.6 | -24 | -5 | 2 | -1 | -0.9 | -2
CCOc1ccccc1-n1nnnc1SCC(=O)Nc1cc(C)on1 | -5 | -9 | 0.1 | -17 | -10 | 7 | 3 | -0.4 | 1
COCCN(C(=O)c1csnn1)C(C(=O)NC1CCCCC1)c1ccc(C)cc1 (stereo unspecified) | 0 | 4 | -2.7 | -35 | 7 | 1 | -2 | -3.6 | -11
CC1CCc2c(sc3ncnc(NCc4cccnc4)c23)C1 (stereo unspecified) | -2 | -6 | -3.7 | -26 | 12 | -1 | 5 | -3.1 | -1
CCO[C@H]1OC(C(=O)Nc2ccccc2)=C[C@@H](C2CC2)[C@@H]1CCCO | 3 | 4 | -2.2 | -19 | 0 | -4 | 2 | -0.8 | -21
C/C(=N\NC(=O)NC1CCCCC1)c1ccc(OC(F)F)cc1OC(F)F | 10 | -13 | -1.6 | -13 | -16 | 3 | -11 | -5.5 | -2
COc1cccc(N2CCN(CC(=O)Nc3nnc(-c4ccccc4)s3)CC2)c1 | 3 | -8 | -8.2 | -25 | -16 | 0 | 1 | -2.1 | 3
COc1ccc(N(CC(O)Cn2nnc3ccccc32)S(=O)(=O)c2ccc(C)cc2)cc1 (stereo unspecified) | 0 | -9 | -1.3 | -27 | 4 | 7 | 3 | -3.5 | -12
CC(C)(C)OC(=O)CNC(=O)c1[nH]cnc1C(=O)N[C@@H](Cc1ccccc1)C(=O)OCc1ccccc1 | -3 | -9 | -4.4 | -34 | -34 | 0 | -4 | -2.2 | 0

Screening results from PubChem.
